H1N1 NS1A inhibition = H1N1 influenza NS1A inhibitors, functional cell based assay (AID 504329); hit rate 0.3% among 340,000; NS1A functional cell-based assay, percent inhibition; higher % means a stronger effect; inhibition, % at 12.5 µM; hits with a dose series show IC50 in µM; in the data active = a potency from the dose series; inconclusive = inhibition above about 27% without an active follow-up result; note: strong numbers were not always called active
M. tuberculosis HTS = M. tuberculosis growth inhibition, HTS (AID 449762) | hit rate 0.59% among 330,000 | inhibition, % at 25 µM; hits with a dose series show IC50 in µM | M. tuberculosis H37Rv growth inhibition, 7H9 media; higher % means a stronger effect; in the data active = a potency from the dose series; inconclusive = inhibition above about 70% without an active follow-up result;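 note: bacterial growth assessed after seven days of incubation; strong numbers were not always called active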
PhoP GFP inhibition = PhoP regulon inhibitors, Salmonella typhi PhoP promoter GFP reporter, confirmatory (AID 1850). inhibition, % at 50 µM; hits with a dose series show IC50 in µM. hit rate 0.33% among 310,000. Salmonella Typhi PhoP-promoter GFP reporter, fluorescence, 4 h; higher % means a stronger effect; in the data active = a potency from the dose series; inconclusive = inhibition mostly from about 25% at the one dose, without a potency; inactive = the rest, 99 in 100 with inhibition below about 19%;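 note: 0% = induced wells with vehicle and 100% = uninduced wells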
inhibitors of VEEV = inhibitors of VEEV TC-83 cytopathic effect, confirmation, Vero cells (AID 588727); Vero cells, VEEV TC-83 cytopathic effect inhibition; higher % means a stronger effect; one-dose inhibition, % at 20 µM; IC50 in µM for titrated hits; hit rate 0.13% among 350,000; in the data active = a potency from the dose series; inconclusive = inhibition mostly from about 14% at the one dose, without a potency; inactive = the rest, 99 in 100 with inhibition below about 12%; note: strong numbers were not always called active
tuberculosis growth = growth inhibition of non-replicating M. tuberculosis (AID 488890); Mycobacterium tuberculosis non-replicating, growth inhibition; higher % means a stronger effect; hit rate 0.39% among 320,000; inhibition, % at 25 µM, or IC50 in µM where a hit was titrated; in the data active = a potency from the dose series; inconclusive = inhibition mostly from about 82% at the one dose, without a potency; inactive = the rest, 99 in 100 with inhibition below about 76%;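 note: plate controls were DMSO cells for no effect and high antibiotic wells for full effect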
inhibitors of VEEV 10K pilot screen = recorded beside inhibitors of VEEV, whose call it bears; inhibition, %; measured here: 10K pilot screen inhibition
An asterisk follows results filed as active; i = inactive; ? = inconclusive; / = no result given; & = joins results of further samples.

SMILES | H1N1 NS1A inhibition | M. tuberculosis HTS | PhoP GFP inhibition | inhibitors of VEEV | tuberculosis growth | others
Cc1ccc(S(=O)(=O)CC(C)(O)CS(=O)(=O)c2ccc(C)cc2)cc1 | 0% | -7% | -1% | i | -5%
O=C(Cn1c2c(c(-c3ccccc3)cc1=O)CCCC2)N1CCCCCC1 | 3% | 2% | -2% | 0.6% | 17% | inhibitors of VEEV 10K pilot screen=1.9
COc1ccc(C(=O)N2CCCC(Nc3ccc(C)c(C)c3)C2)cc1F (stereo unspecified) | -8% | 14% | 3% | 0.1% | 43%
CN(C)CCOC(=O)C12CC3CC(C1)CC(C(=O)OCCN(C)C)(C3)C2 | 9% | -5% | -4% | 2.6% | -1%
COc1ccccc1C1NC(=O)c2ccccc2O1 (stereo unspecified) | -25% | 4% | 6% | 0.9% | 12%
Cn1cccc1/C=C1/C(=O)NC(=O)N(Cc2ccc(F)cc2)C1=O | 14% | 12% | 2% | i | /
O=C(Nc1ccc(O)cc1C(=O)O)c1cccc(Br)c1 | -74% | 4% | -13% | 0.7% | 32%
CCN(CC)CCn1c2c(c(SCC(=O)Nc3cccc4ccccc34)nc1=O)CCC2 | -1% | -2% | 4% | 9.1% | 9%
CC(=O)c1cccc(NC(=O)CSc2nnc(C(C)N(C)C)n2-c2ccc(F)cc2)c1 (stereo unspecified) | -5% | 0% | -6% | 1.0% | -20%
Clc1ccc(C2=Nn3c(nnc3-c3n[nH]c4c3CCC4)SC2)cc1 | 3% | ? | 0% | 2.6% | 28%
Cc1ccc(Cl)cc1N(C(=O)c1csnn1)C(C(=O)NC1CCCC1)c1ccco1 (stereo unspecified) | 2% | -3% | 10% | 6.4% | 5%
Cc1cccc(-c2c3c(nc4c2c(=O)n(C)c(=O)n4C)-c2ccccc2C3O)c1 (stereo unspecified) | -8% | 5% | 3% | 1.0% | 4%
Cc1ccc(S(=O)(=O)NC(=O)Nc2cccc(C)n2)cc1 | / | -3% | 1% | 2.3% | -15%
CCCCCCOC(=O)/C=C/c1c(C)[nH]c(=O)[nH]c1=O | 3% | 53% | -2% | 4.4% | 52%
Cc1ccc(NS(=O)(=O)c2ccc(C(=O)NCc3ccncc3)cc2)cc1 | -18% | 10% | -2% | 0.9% | 24%
Cc1nnc(Sc2cc(C(=O)NCCCOC(C)C)c3ccccc3n2)s1 | -8% | 8% | -10% | 0.5% | 20%
Cc1[nH][nH]c(=O)c1C(c1ccc([N+](=O)[O-])cc1)c1c(C)[nH][nH]c1=O | 13% | 1% | 6% | 0.4% | -4%
COCCn1c(=NC(=O)C2COc3ccccc3O2)sc2cc(S(N)(=O)=O)ccc21 (stereo unspecified) | -2% | 11% | -9% | 1.8% | -4%
Cn1c(C(O)c2ccc3c(c2)OCO3)nc2ccccc21 (stereo unspecified) | 0% | 1% | -9% | 1.3% | -12%
COc1cc(C(=O)NCCSc2ccc(Cl)cc2)cc(OC)c1OC | -17% | -4% | 0% | 1.9% | -1%
O=C(O)CCCCCCCCCCCc1ccccc1 | -5% | -12% | 1% | 0.8% | -18%
COC(=O)c1c(C(=O)OC)c2oc3ccccc3n2c1Cl | -5% | -7% | 1% | 0.7% | -5%
Cc1ccc(-c2cc3nc(-c4ccc(Br)cc4)cc(N)n3n2)cc1 | -6% | 3% | 2% | 1.9% | 32%
COc1ccc(N(C(=O)CNC(=O)c2ccco2)C(C(=O)NCC2CCCO2)c2ccccc2)cc1 (stereo unspecified) | -3% | 7% | 2% | 0.2% | -11%
CCOCc1nnc(NC(=O)C2CC(=O)N(C3CCCC3)C2)s1 (stereo unspecified) | 9% | 6% | -7% | 1.1% | -6%

Pulled one by one from above, three records:
SMILES | H1N1 NS1A inhibition | M. tuberculosis HTS | PhoP GFP inhibition | inhibitors of VEEV | tuberculosis growth | others
COC(=O)c1c(C(=O)OC)c2oc3ccccc3n2c1Cl | -5% | -7% | 1% | 0.7% | -5%
CCN(CC)CCn1c2c(c(SCC(=O)Nc3cccc4ccccc34)nc1=O)CCC2 | -1% | -2% | 4% | 9.1% | 9%
COc1ccc(N(C(=O)CNC(=O)c2ccco2)C(C(=O)NCC2CCCO2)c2ccccc2)cc1 (stereo unspecified) | -3% | 7% | 2% | 0.2% | -11%

(listing goes on)
SMILES | H1N1 NS1A inhibition | M. tuberculosis HTS | PhoP GFP inhibition | inhibitors of VEEV | tuberculosis growth | others
O=S(=O)(O)c1nc2ccccc2[nH]1 | -7% | -2% | 5% | 0.9% | 9%
CCC(Oc1ccccc1)C(=O)NC1C(=O)N2C1SC(C)(C)C2C(=O)O (stereo unspecified) | 7% | 1% | -6% | i | -8%
CCc1ccc(C2(C)SC(NC(C)=O)=NN2C(C)=O)cc1 (stereo unspecified) | 2% | -4% | -12% | 0.6% | -3%
Clc1ccc(-c2nnc(SCc3nc4ccccc4[nH]3)o2)c(Cl)c1 | 2% | -1% | 2% | 1.0% | 0%
CN(CCCC(=O)Nc1ccccc1F)S(=O)(=O)c1ccc(F)cc1 | -8% | 4% | 9% | 2.5% | 11%
COc1ccc(-c2nnc(-c3ccc(Br)o3)o2)cc1OC | 1% | -6% | -11% | 2.6% | 12%
Cc1cccc(N2CCN(C(=O)Cn3cccc3)CC2)c1C | 4% | 0% | -8% | 8.1% | 9%
CC1Cc2cc(/C=C3/SC(N4CCC(C(N)=O)CC4)=NC3=O)ccc2O1 (stereo unspecified) | / | -3% | -6% | 4.3% | 22%
COCCOC(=O)C1=C(C)NC(=O)NC1c1cn(-c2ccccc2)nc1-c1cccs1 (stereo unspecified) | 3% | 10% | -16% | 4.1% | 18%
CCCCC#Cc1cncc(C(=O)NN)c1 | -21% | 18% | 1% | 1.6% | 67%
CCOC(=O)C1CCN(C=Nc2cc(C)on2)CC1 | 13% | -5% | -4% | 0.1% | -8%
O=C(CSc1nnc(-c2cccs2)n1-c1ccccc1)Nc1ccccc1 | -19% | 4% | -2% | 2.2% | -2%
Cc1cccc(C(=O)N2CCCN(C(=O)c3cccc(C)c3)CC2)c1 | 4% | -3% | 3% | i | -2%
S=C(Nc1cccnc1)N1CCc2ccccc21 | 1% | 0% | 3% | 0.7% | -3%
Cc1cccc(OCc2nnc(SCC(=O)N3CCCC3)n2C)c1 | -6% | 1% | 25% | 2.5% | 2%
CN1CCN(c2ccc(NC(=O)c3cccs3)cc2)CC1 | -1% | 1% | 1% | i | -10%
Cc1ccc(SCCC(=O)NC(C)C)cc1 | -8% | -4% | 9% | i | 17%
O=C(CCc1ccccc1)N=C1SC2CS(=O)(=O)CC2N1c1cccc(F)c1 (stereo unspecified) | 3% | -6% | -12% | 0.4% | 9%
O=S(=O)(NCc1ccccc1)c1cnc[nH]1 | -22% | -3% | 1% | 1.7% | -3%
COc1ccc(-n2c(SCC(=O)C(C)(C)C)nc3ccsc3c2=O)cc1 | 6% | 2% | -4% | 0.7% | -8%
CCn1c(SCC(=O)Nc2ccc(OC)c(OC)c2)nc2c(c1=O)SCC2 | -4% | 5% | -7% | 8.4% | -1%
Cc1ccc(CSc2ncnc3c2cnn3-c2ccc(C)cc2)cc1 | -8% | -3% | -1% | 1.2% | 16%
O=C1CC(c2ccco2)Cc2c1cnn2-c1nc2ccccc2s1 (stereo unspecified) | 7% | 10% | 3% | i | -19%
O=[N+]([O-])c1ccc(-n2cnc3ccccc32)c([N+](=O)[O-])c1 | -8% | 1.6µM* | -1% | 1.3% | -2%
CC1Cc2cccc3c(O)c(C(=O)c4nn[nH]n4)c(=O)n1c23 (stereo unspecified) | -4% | 15% | -9% | 0.9% | 15%

Not a retest: entries from further up.
SMILES | H1N1 NS1A inhibition | M. tuberculosis HTS | PhoP GFP inhibition | inhibitors of VEEV | tuberculosis growth | others
CCc1ccc(C2(C)SC(NC(C)=O)=NN2C(C)=O)cc1 (stereo unspecified) | 2% | -4% | -12% | 0.6% | -3%
Clc1ccc(-c2nnc(SCc3nc4ccccc4[nH]3)o2)c(Cl)c1 | 2% | -1% | 2% | 1.0% | 0%
CN(CCCC(=O)Nc1ccccc1F)S(=O)(=O)c1ccc(F)cc1 | -8% | 4% | 9% | 2.5% | 11%
COc1ccc(-c2nnc(-c3ccc(Br)o3)o2)cc1OC | 1% | -6% | -11% | 2.6% | 12%

(continued)
SMILES | H1N1 NS1A inhibition | M. tuberculosis HTS | PhoP GFP inhibition | inhibitors of VEEV | tuberculosis growth | others
CC(C)Sc1nnc([C@@H](N)Cc2ccccc2)o1 | -8% | -7% | -16% | i | -1%
Cn1c(=O)[nH]c(=O)c2c1nc1n2CCN1Cc1ccccc1 | 2% | -6% | -9% | i | -10%
COc1nc(N)nc2nc[nH]c12 | 4% | 4% | 7% | 4.9% | -6%
CC(C)=CCc1c(O)cc2c(=O)c3ccc(O)cc3oc2c1O | -8% | -8% | -10% | 8.5% | -2%
O=C(O)c1cc2ccccc2c(=O)s1 | 5% | -8% | -1% | 0.2% | -18%
Cc1onc(-c2c(Cl)cccc2Cl)c1C(=O)c1ccccc1 | 1% | 5% | 3% | 2.9% | 29%
COCc1nnc(NC(=O)c2ccc(S(=O)(=O)N3CCOCC3)cc2)o1 | -3% | 6% | 1% | 0.7% | -8%
Oc1ccccc1-n1c(-c2ccccc2)ccc1-c1ccccc1 | -8% | 1% | 2% | 1.6% | -1%
COc1ccc(N(CC(=O)NCC2CCCO2)S(=O)(=O)c2ccccc2)cc1OC (stereo unspecified) | 9% | -2% | 7% | i | -16%
C#CCNC(=O)C1=C[C@H](c2cn(C(C)=O)c3ccccc23)C[C@H](OCc2ccc(CO)cc2)O1 | 10% | -11% | -7% | 11% | 9% | inhibitors of VEEV 10K pilot screen=12
CCC(C)C(NC(=O)c1ccccc1NC(=O)c1ccco1)C(=O)O (stereo unspecified) | 1% | -1% | -2% | 1.3% | 9%
Cc1ccc(-c2nc3ncccn3c2NC(=O)C2CC2)cc1 | 4% | 0% | -4% | 1.0% | -6%
CN(Cc1ccccc1F)C(=O)c1cccc(NC(=O)CC2SC(N3CCCCC3)=NC2=O)c1 (stereo unspecified) | 7% | / | / | ? | /
O=C(COc1ccc(Cl)cc1Br)Nc1nnc(C2CC2)s1 | -12% | -1% | / | 1.2% | -12%
Cc1cccnc1NC(=O)C1c2ccccc2Oc2ccccc21 | 2% | 5% | 11% | i | 2%
Nc1c(C(=O)c2ccccc2)sc2nsc(SCCN3CCCC3)c12 | -10% | 17% | -25% | ? | ?
COC(=O)c1cc(C)nc(Sc2ccccc2N)n1 | / | -2% | 4% | 2.9% | 13%
NC(=O)c1cn(C2OC(CO)C(O)C2O)c2ncnc(N)c12 (stereo unspecified) | 2%&4% | -2% | 8% | 8.8%&9.9% | 0%
CCCCn1c(N)c(N(CCOC)C(=O)C2CC(=O)N(Cc3ccco3)C2)c(=O)[nH]c1=O (stereo unspecified) | -9% | -7% | / | 2.8% | -6%
CCN(CC)CCN1C(=O)C(=O)/C(=C(/O)c2cnn(-c3ccccc3)c2C)C1c1cccnc1 (stereo unspecified) | -3% | 4% | 11% | 1.0% | -2%
COc1ccc(N2CCN(C(c3cccs3)C(C)NC(=O)c3ccco3)CC2)cc1 (stereo unspecified) | 0% | 2% | -12% | i | 32%
Cc1ccc(SCCC(=O)NCc2ccccn2)cc1 | 3% | 4% | 4% | 0.2% | 33%
Cc1ccc(N=Cc2c(O)c3ccccc3oc2=O)c(C)c1 | -10% | -22% | -6% | i | -13%
O=C(NCc1ccccc1Cl)c1cnc2n(c1=O)CCS2 | 8% | -6% | / | 1.7% | /
Cc1ccc(NC(=O)CCN2C(=O)NC(C)(C)C2=O)cc1F | -8% | / | / | 1.4% | /
SMILES | H1N1 NS1A inhibition | M. tuberculosis HTS | PhoP GFP inhibition | inhibitors of VEEV | tuberculosis growth | others
CN(C)CCN(C(=O)c1cccs1)c1nc2cc3c(cc2s1)OCCO3 | -1% | 6% | -4% | 1.0% | -6%
CC1CCCCC1NC(=O)c1ccc(S(=O)(=O)NNC(=O)c2ccncc2)cc1 (stereo unspecified) | 18% | 5% | 1% | i | 15%
CC(OC(=O)C1CCN(S(=O)(=O)c2ccc(Cl)cc2)CC1)C(=O)NC1CCCCC1C (stereo unspecified) | -5% | -25% | -7% | 2.3% | /
COc1ccccc1C(=O)NCCC(=O)N(C)Cc1cccs1 | -8% | -1% | -3% | 9.2% | -8%
C/C(=N\NC(=S)Nc1ccc(F)cc1)c1ccc2c(c1)OCCO2 | 42% | ? | -7% | i | ? | inhibitors of VEEV 10K pilot screen=6.4
CC(C)(C)c1ccc(C(=O)NCCC(=O)NNC(=O)COc2ccc(F)cc2)cc1 | -10% | -10% | / | 3.3% | -9%
NC(=O)CNCCC(c1ccccc1)c1ccccc1 | 2% | -6% | -4% | i | 11%
Nc1ccc2ccc3cccc[n+]3c2c1 | -5% | -8% | -160% | 4.5% | 7%

High-throughput results (PubChem BioAssay)
